# FXN GAA850 act = increases GAA850 frataxin promoter reporter activity; HEK293 lucGAA850 FXN promoter luciferase reporter, 24 h; percent of 10 µM SAHA response; activation, % at 6 µM; 360,000 compounds, 0.56% hits; AID 540364;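 active = activation above the average of all compounds screened plus 3 SD, cutoff fixed separately per campaign, cut at about 7.5% in these data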;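 note: 0% = DMSO wells and 100% = 10 µM SAHA wells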
# ADAM17 inh = inhibits human ADAM17 | P78536 | recombinant ADAM17, EDANS/DABCYL FRET peptide cleavage | inhibition, % at 6.95 µM | 370,000 compounds, 0.83% hits | AID 720648;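 active = inhibition above the mean of compounds lying between control limits plus 3 SD, set per campaign, cut at about 8.5% in these data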;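 note: 0% = DMSO-only wells as the low control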
# Target sequence (P78536 215-824 limits assumed): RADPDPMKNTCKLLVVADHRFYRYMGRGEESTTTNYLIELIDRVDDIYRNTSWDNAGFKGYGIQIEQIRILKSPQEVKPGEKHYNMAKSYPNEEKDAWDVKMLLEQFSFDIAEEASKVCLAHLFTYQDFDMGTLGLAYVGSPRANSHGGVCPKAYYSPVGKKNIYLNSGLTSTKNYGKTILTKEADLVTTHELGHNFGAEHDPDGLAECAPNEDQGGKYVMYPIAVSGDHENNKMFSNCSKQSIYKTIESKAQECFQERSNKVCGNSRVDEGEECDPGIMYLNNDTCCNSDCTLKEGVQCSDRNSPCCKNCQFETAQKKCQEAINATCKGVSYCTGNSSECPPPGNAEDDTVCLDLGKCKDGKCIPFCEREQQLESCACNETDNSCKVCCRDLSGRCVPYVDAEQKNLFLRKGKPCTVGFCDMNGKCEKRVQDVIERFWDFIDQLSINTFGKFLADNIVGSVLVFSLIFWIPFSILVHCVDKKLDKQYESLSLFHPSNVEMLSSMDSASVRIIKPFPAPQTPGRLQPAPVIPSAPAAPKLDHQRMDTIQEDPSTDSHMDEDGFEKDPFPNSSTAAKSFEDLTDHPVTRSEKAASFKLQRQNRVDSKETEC
# HGIII-sPLA2 inh = Blocks human group III sPLA2 activity | Q9NZ20 | QFRET BODIPY PC-A2 liposome hydrolysis, fluorescence | inhibition, % at 12.2 µM | 370,000 compounds, 0.56% hits | AID 743126;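 active = inhibition above mean plus 3 SD of compounds lying within the high and low control bounds, cut at about 19% in these data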;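 note: 0% = median of test compound wells and 100% = no enzyme DMSO wells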
# DAX1 inh-1 = inhibits human nuclear receptor DAX1 | 340,000 compounds, 0.99% hits | AID 504766 | inhibition, % at 6.75 µM | HEK293 Gal4-DAX1 luciferase reporter, luminescence | P51843;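 active = inhibition above the mean over all tested compounds plus 3 SD, cut at about 4.2% in these data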;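 note: 0% = DAX1-transfected cells with DMSO and 100% = empty-vector control cells with DMSO; inhibition shows as a rise in luminescence from relieved DAX1 repression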
# Target sequence (P51843 207-470 limits assumed): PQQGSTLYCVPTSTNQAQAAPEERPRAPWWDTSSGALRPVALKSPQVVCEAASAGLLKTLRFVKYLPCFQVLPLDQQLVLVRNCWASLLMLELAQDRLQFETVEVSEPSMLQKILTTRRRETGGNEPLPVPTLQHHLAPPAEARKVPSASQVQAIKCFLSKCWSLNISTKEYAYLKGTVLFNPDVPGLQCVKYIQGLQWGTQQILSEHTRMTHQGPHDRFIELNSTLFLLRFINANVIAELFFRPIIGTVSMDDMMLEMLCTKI
# hgDAF-12 ag = agonists of H. glycines DAF-12 nuclear receptor | activation, % at 6.8 µM | HEK293 GAL4-hgDAF12 UAS-luciferase reporter, agonist luminescence; normalized to butyrate control | 370,000 compounds, 1.8% hits;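 active = activation above a cutoff set at the mean of all screened compounds plus 3 SD, cut at about 10% in these data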;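 note: 0% = DMSO wells and 100% = sodium butyrate wells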
# ssDAF-12 act = S. stercoralis DAF-12 activation, primary screen | HEK293 ssDAF-12/GRIP1 lit1-tk-luc reporter, luminescence; % of 3 µM dafachronic acid response | activation, % at 6.8 µM | 370,000 compounds, 1% hits | AID 652126;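 active = activation above the mean over all tested compounds plus 3 SD, cut at about 0.9% in these data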;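 note: 0% = DMSO-only wells and 100% = 3 µM delta7-dafachronic acid wells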
# hcDAF-12 act = activates DAF-12 receptor from parasite H. contortus; activation, % at 6.8 µM; AID 652067; HEK293 hcDAF-12 lit1-tk-luc reporter, luminescence; 0% DMSO, 100% Δ7-dafachronic acid; 370,000 compounds, 1.4% hits;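 active = activation above the mean of all tested compounds plus 3 SD, cut at about 5.5% in these data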;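 note: 100% = response to 3 µM Δ7-dafachronic acid high control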
# ADAM10 inh = inhibits human ADAM10; O14672; recombinant ADAM10, EDANS/DABCYL FRET peptide cleavage, 3 h; inhibition, % at 7 µM; 370,000 compounds, 0.62% hits; AID 720582;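 active = inhibition above a per-campaign cutoff equal to the mean of compounds falling between control-based bounds plus 3 SD, cut at about 20% in these data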;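 note: 0% = DMSO wells while the 100% control is not disclosed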
# DAX1 inh-2 = inhibitors of DAX1 repression of SF-1 activated StAR promoter. HEK293T StAR-luciferase reporter, SF-1/DAX-1 repression relief. inhibition, % at 6.8 µM. 370,000 compounds, 1.1% hits. AID 652010;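 active = inhibition above the mean over all tested compounds plus 3 SD, cut at about 3.6% in these data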;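 note: 0% = DAX-1 cells with DMSO and 100% = cells lacking DAX-1 with DMSO; higher inhibition means more luminescence from relief of DAX-1 repression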
# PLCg1 inh = blocks human PLC-gamma1 enzyme activity; P19174; purified PLC-gamma1, fluorogenic substrate, fluorescence; inhibition, % at 12.2 µM; 370,000 compounds, 0.84% hits; in the data active = inhibition above about 9.5%
# PLC-beta3 inh = blocks human PLC-beta3 enzyme activity; Purified PLC-beta3, fluorogenic substrate, fluorescence; inhibition, % at 12.2 µM; 370,000 compounds, 0.18% hits; in the data active = inhibition above about 11%;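 note: 0% = median of compound wells on plate and 100% = full blocker control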
# The depositor's hits bear a star; i = inactive; nt = no result given; & = joins results of further samples.
# Fields – FXN GAA850 act	ADAM17 inh	HGIII-sPLA2 inh	DAX1 inh-1	hgDAF-12 ag	ssDAF-12 act	hcDAF-12 act	ADAM10 inh	DAX1 inh-2	PLCg1 inh	PLC-beta3 inh
O=C(Cn1c(=O)c2cccn2c2ccccc21)Nc1cc(F)ccc1F
 : 2.0	-3	-6	-0.1	-0.9	-1.1	-0.7	-6	-0.8	-4	-9
O=C(NCCN1C(=O)S/C(=C/c2cccnc2)C1=O)C1CC(=O)N(Cc2ccccc2)C1 (stereo not given)
 : -2.2	-1	13	-0.1	-2.8	-1.7	-1.7	-10	0.0	2	-4
COc1ccc(C(=O)COC(=O)/C=C/c2ccco2)cc1F
 : 0.6	-2	3	-0.4	-0.2	-0.6	-0.9	-8	-0.2	-4	-15
COc1cc(CN2CCN(c3cc(C)ccc3C)CC2)cc([N+](=O)[O-])c1O
 : nt	-4	-7	nt	2.0	-1.3	-0.5	0	0.3	0	2
CCOc1ccc2oc(C(=O)OCC(=O)N3CCCC(C)C3)c(C)c2c1 (stereo not given)
 : -1.5	-92	-2	-1.1	-1.8	-1.2	-1.4	-306	1.2	-122	-152
Cc1ccc2cc(NC(=O)C3(C)CCN(C)C3)ccc2n1 (stereo not given)
 : 0.0	-12	12	nt	1.0	0.3	3.3	-39	-1.0	-11	-17
COC(=O)c1nc(NNC(=O)c2ccccc2)sc1-c1ccccc1
 : 1.0	6	30*	1.0	-1.8	-1.4	0.5	16	-0.1	4	-8
CCn1c(SCC(=O)NCCc2ccccc2)nc2c([nH]c3ccccc32)c1=O
 : 6.6	-2	3	0.5	3.9	0.3	7.2*	-5	0.6	4	-8
COc1ccc2c(C)cc3n[nH]c(=S)n3c2c1
 : 1.3	-94	14	1.9	3.1	-1.6	-0.4	-264	0.4	-425	i
Cc1cc2cc3c(cc2nc1SCC(=O)OC(C)C)OCCO3
 : 1.6	-3	2	0.9	0.8	-1.0	1.1	-1	-0.4	1	-1
COc1ccc(OC)c(NC(=O)CSc2ncnc3sc(C)cc23)c1
 : 0.2	-2	11	0.9	0.9	-1.4	-2.2	-16	0.6	-19	-30
CCCc1nn2c(N)c(/C=C3\C=Nc4ccccc43)c(=O)nc2s1
 : 3.3&0.0	-3&-1	-23&0	-0.3&2.6	-1.1&-0.9	-1.4&-0.8	2.0&0.9	-10&-10	0.2&0.3	-9&-1	-21&0
O=C(Nc1ccccc1C(=O)Nc1ccc2c(c1)OCO2)c1cccs1
 : -0.8	-1	-5	0.2	8.6	-0.3	1.3	-1	-0.7	1	1
Cn1c(-c2cc(Cl)ccc2O)nc2c1c(=O)[nH]c(=O)n2Cc1ccccc1
 : 1.3	-4	-20	nt	-1.3	-1.4	-2.2	-12	-1.3	-117	-132
N#CCC(=O)N/N=C/c1cc(Br)ccc1OCc1cccc2ccccc12
 : 0.9	0	-16	-0.7	-1.4	-1.2	-2.0	4	-0.5	-5	-7
Cn1nc([N+](=O)[O-])nc1Sc1nnnn1-c1cccc(C(=O)O)c1
 : 2.6	-4	11	-0.5	-2.7	-1.2	-0.2	6	-0.6	6	1
O=C(Nc1cccnc1)c1ccco1
 : 1.1	2	0	0.0	1.1	-0.7	-0.5	6	0.4	1	6
CCCOc1ccc(-c2nc(OC)c3ccccc3n2)cc1
 : 3.9	-2	19	1.4	17*	2.6*	16*	-2	4.1*	1	4
COc1ccc(OC)c2sc(NC(=O)c3ccc(Br)s3)nc12
 : -1.2	-6	1	-0.7	1.3	-1.0	-1.0	-8	0.0	0	-3
O=C(C[C@H]1C[C@@H]2c3cc(NC(=O)C4CCC4)ccc3O[C@@H]2[C@H](CO)O1)NC1CCCCC1
 : 1.7	-2	-4	1.4	-0.9	-1.6	-0.3	-12	1.7	0	1
C=CCNc1sc(C(=O)c2ccc(C)cc2)c(N)c1C#N
 : 3.4	-1	-8	-1.4	-3.4	-1.1	-1.1	2	-2.0	-20	-20
COc1ccc2cc(S(=O)(=O)NCc3cccnc3)ccc2c1
 : -2.1	-5	2	-2.5	-3.7	-1.8	-3.7	-1	-1.0	4	-9
COc1ccccc1NC(=O)C1=C(C)Nc2nnnn2C1c1ccccn1 (stereo not given)
 : 0.4	-6	1	0.6	-0.8	-0.3	0.0	3	-0.3	-1	-4
CCCN(CC1CC1)c1cc2c(c3c1ccn3C)C1CCC2O1 (stereo not given)
 : nt	0	6	nt	-0.3	-1.6	-2.0	-10	-2.9	-27	-32
Cc1cc(NCCc2c[nH]c3ccccc23)ccc1Oc1cccnc1
 : nt	-3	24*	nt	-7.0	-0.9	-1.6	-26	-3.2	-32	-41
CCn1nc(C(=O)OCC(=O)c2cc(C)n(Cc3cccs3)c2C)c2ccccc2c1=O
 : 0.2	6	-11	0.0	3.2	-0.2	2.5	9	-0.2	2	-2
Cc1cc(C)n(CCNC(=O)CC2C(=O)NCCN2Cc2ccc(C)o2)n1 (stereo not given)
 : 1.0	-4	-3	-1.0	2.0	-0.5	-1.1	-7	0.3	-3	-3
Cc1cccc(NC(=O)COC(=O)c2nn(-c3ccccc3C(F)(F)F)cc2O)c1C
 : -0.9	-1	-2	0.6	1.9	-1.4	-0.9	-14	-2.7	-46	-55
Cc1ccc(C(=O)N2CCN(Cc3ccc4c(c3)OCO4)CC2)cc1[N+](=O)[O-]
 : 0.5	0	-2	-0.3	-4.5	-1.9	-1.8	0	-0.8	1	4
CC(C)Sc1nnc(SCC(=O)NCCCN2CCCC2=O)s1
 : -0.1	3	2	1.6	0.1	-0.8	1.4	5	0.2	0	0

# (further entries)
Compound | FXN GAA850 act | ADAM17 inh | HGIII-sPLA2 inh | DAX1 inh-1 | hgDAF-12 ag | ssDAF-12 act | hcDAF-12 act | ADAM10 inh | DAX1 inh-2 | PLCg1 inh | PLC-beta3 inh
Cc1cc2[nH]c(=O)c(=O)[nH]c2cc1S(=O)(=O)Nc1cccc(F)c1 | 0.5 | -5 | 5 | 1.5 | -0.3 | -1.5 | -2.3 | -22 | 2.4 | -5 | -10
CCc1ccc(-c2cn3c(n2)SCC3)cc1 | 1.9 | -2 | -2 | 1.5 | 16* | 0.5 | 1.8 | -3 | 4.0* | -10 | -16
O=C(Nc1ccccc1)c1cc(C2CCCCN2C(=O)CCCc2ccccc2)on1 (stereo not given) | -1.9 | 2 | -13 | nt | -2.9 | -0.6 | -0.9 | 14 | -1.3 | 3 | 3
CS(=O)(=O)Nc1nnc(CCc2ccccc2)s1 | -1.0 | -1 | 12 | 0.0 | -2.8 | 0.6 | 1.1 | -6 | -0.2 | -1 | -9
O=C(O)c1ccc(Sc2nnc(-c3cccc(Br)c3)o2)c([N+](=O)[O-])c1 | -0.4 | 1 | -2 | 2.7 | 3.4 | -1.0 | 0.7 | 5 | -0.2 | 0 | -2
Cc1ccccc1Nc1nc(N)nc(COC(=O)c2cccc(S(=O)(=O)N(C)C)c2)n1 | 4.7 | 2 | -4 | -1.2 | 1.4 | -1.1 | -0.8 | 3 | -0.6 | 2 | 3
OC[C@@H]1CN(CCN2CCOCC2)C[C@H](n2cnc3c(NC4CCCC4)ncnc32)O1 | 0.6 | -1 | 4 | nt | -1.1 | -0.8 | -2.1 | 2 | -0.6 | -3 | 4
C=CCn1c(=S)[nH]c2sccc2c1=O | 2.8 | -1 | 5 | 0.2 | -2.2 | -1.5 | -0.3 | 4 | -0.6 | -5 | 5
COc1cc2c(cc1OC)C(=S)NC(C)(C)C2 | 1.9 | -6 | 11 | -0.1 | -2.2 | -1.6 | -0.2 | -3 | -0.3 | -4 | -2
CSc1nnc(-c2ccccc2)n1C | 0.0 | 0 | -2 | -0.7 | 0.3 | -1.4 | -0.5 | 1 | 0.1 | 2 | 5
O=C(CNCc1ccc(F)cc1)Nc1ccc(C(=O)N2CCCCC2)cc1 | 0.3 | -6 | 2 | -0.5 | -0.2 | -1.3 | -1.0 | -8 | -0.1 | 1 | -5
O=C(CSc1nnc(Cc2cccs2)n1C1CCCCC1)N1CCN(C(=O)c2ccco2)CC1 | 0.4 | 0 | -1 | -1.2 | -1.3 | -0.5 | -0.1 | 0 | 0.0 | 3 | 2
c1ccc(OCc2nnc(-c3ccccc3)o2)cc1 | 4.8 | -4 | 2 | 1.3 | 8.0 | -1.1 | 0.5 | -5 | 2.7 | 2 | -9
COc1cc2c(cc1OC)C(c1cccc(OC)c1OC)CC(=O)N2 (stereo not given) | 2.5 | 1 | 9 | 0.1 | -1.8 | -1.6 | -2.3 | -10 | -0.5 | 7 | -1
CC12CCC(C(=O)N3CCCc4ccccc43)(OC1=O)C2(C)C (stereo not given) | 0.3 | 0 | -5 | -0.6 | -0.2 | -1.5 | -1.1 | 7 | -0.3 | 6 | 4
C=CCOC(=O)C1=C(C)NC(=O)NC1c1ccc(OC(=O)c2ccco2)c(OC)c1 (stereo not given) | 2.6 | -2 | -2 | -0.6 | 2.3 | -1.2 | -0.3 | -5 | 1.7 | 2 | 1
CN(CC(=O)Nc1cccc(S(=O)(=O)N2CCCC2)c1)CC(=O)Nc1ccc(Cl)c(C(F)(F)F)c1 | -2.5 | 7 | -43 | -1.8 | -4.1 | -2.0 | -3.4 | 19 | -5.0 | 0 | -3
CCOc1ccc(NC(=O)N(CCC(C)C)C(C)c2ccco2)cc1 (stereo not given) | 0.9 | 2 | -9 | 0.7 | -1.3 | -1.4 | -1.7 | 1 | 0.0 | 2 | 4

# Laid out differently: entries from further up
SMILES: O=C(CNCc1ccc(F)cc1)Nc1ccc(C(=O)N2CCCCC2)cc1
  FXN GAA850 act: 0.3
  ADAM17 inh: -6
  HGIII-sPLA2 inh: 2
  DAX1 inh-1: -0.5
  hgDAF-12 ag: -0.2
  ssDAF-12 act: -1.3
  hcDAF-12 act: -1.0
  ADAM10 inh: -8
  DAX1 inh-2: -0.1
  PLCg1 inh: 1
  PLC-beta3 inh: -5

SMILES: O=C(CSc1nnc(Cc2cccs2)n1C1CCCCC1)N1CCN(C(=O)c2ccco2)CC1
  FXN GAA850 act: 0.4
  ADAM17 inh: 0
  HGIII-sPLA2 inh: -1
  DAX1 inh-1: -1.2
  hgDAF-12 ag: -1.3
  ssDAF-12 act: -0.5
  hcDAF-12 act: -0.1
  ADAM10 inh: 0
  DAX1 inh-2: 0.0
  PLCg1 inh: 3
  PLC-beta3 inh: 2

SMILES: c1ccc(OCc2nnc(-c3ccccc3)o2)cc1
  FXN GAA850 act: 4.8
  ADAM17 inh: -4
  HGIII-sPLA2 inh: 2
  DAX1 inh-1: 1.3
  hgDAF-12 ag: 8.0
  ssDAF-12 act: -1.1
  hcDAF-12 act: 0.5
  ADAM10 inh: -5
  DAX1 inh-2: 2.7
  PLCg1 inh: 2
  PLC-beta3 inh: -9

# Assay outcomes from PubChem BioAssay.
